Screening data: PubChem, several laboratories
Salmonella PhoP GFP – inhibitors of PhoP regulon expression, primary screen, Salmonella Typhimurium, GFP reporter (AID 1863). S. Typhimurium PhoP-regulated promoter GFP reporter, 4 h; higher % means a stronger effect. inhibition, % at 50 µM; hits with a dose series show IC50 in µM. 0.16% of 300,000 active;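 active = inhibition over 29.93%, a cutoff 3 SD above the screen mean, later confirmed by dose response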;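 also: 0% = low Mg2+ inducing control and 100% = high Mg2+ repressing control; strong numbers were not always called active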
SIAH1 antagonists – blockers of Siah-1 interaction with plectin peptide – biochemical, fluorescence polarization, rhodamine-plectin, uHTS, primary screen (AID 1817). one-dose displacement, % at 20 µM; IC50 in µM for titrated hits. 0.02% of 290,000 active. Siah-1 / rhodamine-plectin peptide fluorescence polarization; higher % means a stronger effect;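 active = displacement of at least 50% at 20 µM, with a fluorescence ratio check between 0.3 and a set limit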;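 also: plate controls were Siah plus tracer with DMSO for no effect and tracer alone without Siah for full effect; strong numbers were not always called active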
NTR1 ag – agonists of NTR1, primary screen, imaging, U2OS cells, beta-arrestin-GFP, high content (AID 493036) | 0.17% of 330,000 active | activation, % at 20 µM | NTR1-U2OS beta-arrestin-GFP spot imaging, agonist mode | P30989;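 active = activation at or above 40% of the spot to cytoplasm intensity ratio, with at least 20 cells analyzed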;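 also: 0% = DMSO without peptide and 100% = 100 nM NTR1 peptide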
Target sequence (P30989 whole entry, looked up): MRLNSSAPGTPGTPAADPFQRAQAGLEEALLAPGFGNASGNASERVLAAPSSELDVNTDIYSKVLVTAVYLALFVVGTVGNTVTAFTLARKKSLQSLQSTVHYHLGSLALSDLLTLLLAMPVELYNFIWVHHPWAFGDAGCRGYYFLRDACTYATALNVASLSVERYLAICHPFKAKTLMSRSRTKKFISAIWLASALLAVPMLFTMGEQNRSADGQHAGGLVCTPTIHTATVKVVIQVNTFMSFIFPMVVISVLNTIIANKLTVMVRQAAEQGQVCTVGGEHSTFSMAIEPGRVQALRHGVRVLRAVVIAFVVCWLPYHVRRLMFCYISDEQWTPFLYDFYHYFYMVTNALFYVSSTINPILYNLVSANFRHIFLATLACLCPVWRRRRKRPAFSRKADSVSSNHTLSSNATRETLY
Myeloid diff 2 – compounds promoting myeloid differentiation; calls only at 10 µM; 1% of 360,000 active; ER-HoxA9 myeloid progenitors, lysozyme-GFP differentiation, flow cytometry;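 active = normalized GFP-positive differentiation at or above the plate's own cutoff, the solvent-only control mean plus 3 SD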;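 also: cells exposed to compound for four days before flow analysis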
HIV fusion peptide – cell-free HIV fusion peptide-binding blockers – biochemical, uHTS, fluorescence dequenching, primary screen (AID 1986). inhibition, % at 20 µM, or IC50 in µM where a hit was titrated. cell-free peptide binding, fluorescence dequenching, 30 min; higher % means a stronger effect. 0.3% of 290,000 active; in the data active = inhibition mostly above about 52%, no sharp cut-off; inactive = mostly below about 76%; also: some results filed as inactive read as strong as hits
GPR35 arrestin U2OS – GPR35 antagonists blocking zaprinast-driven arrestin recruitment, primary screen, imaging, U2OS, beta-arrestin-GFP, zaprinast agonist (AID 2058). U2OS GPR35 beta-arrestin-GFP translocation imaging, zaprinast antagonism; higher % means a stronger effect. one-dose inhibition, % at 10 µM; IC50 in µM for titrated hits. 0.052% of 290,000 active;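 active = inhibition of at least 50% with at least 30 cells and total cytoplasm GFP at most 10,000,000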
MgcRacGAP inhibition – MgcRacGAP GTPase-activating activity inhibitors, confirmation, biochemical, ADP Hunter fluorescence; inhibition, % at 30 µM, or IC50 in µM where a hit was titrated; MgcRacGAP-stimulated Rac1 GTP hydrolysis, ADP Hunter fluorescence; higher % means a stronger effect; GST-tagged Rac1 F28L mutant substrate; 0.6% of 340,000 active;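 active = first-screen hits whose inhibition reached a set limit at any dose in the follow-up dose series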;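 also: fluorescence reports GDP produced by GAP-driven GTP hydrolysis; strong numbers were not always called active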
LYP inhibition – inhibitors of LYP phosphatase, biochemical, fluorescence intensity, uHTS (AID 1779); one-dose inhibition, % at 11.5 µM; IC50 in µM for titrated hits; 0.054% of 290,000 active; recombinant LYP phosphatase, fluorescence intensity; higher % means a stronger effect; in the data active = inhibition above about 50%;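 also: plate controls were vehicle with enzyme for no effect and no enzyme for full effect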
GPR55 LPI antagonism – inhibition of LPI-stimulated GPR55 beta-arrestin translocation – imaging, U2OS, beta-arrestin-GFP, LPI agonist, primary screen (AID 2013); U2OS GPR55 beta-arrestin-GFP translocation imaging, LPI antagonism; higher % means a stronger effect; one-dose inhibition, % at 10 µM; IC50 in µM for titrated hits; 0.13% of 290,000 active;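 active = spots per cell inhibited over 60%, with over 100 cells counted and total cytoplasm intensity under 500,000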;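 also: U2OS cells stably carrying GPR55 and arrestin-GFP stimulated by 5 µM LPI near EC80; imaged beta-arrestin-GFP aggregate spots per cell after agonist stimulation; plate controls were LPI-stimulated DMSO wells for no effect and DMSO wells without LPI for full effect; some results filed as inactive read as strong as hits; confirmed hits need IC50 under 10 µM and bright autofluorescent wells are also inconclusive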
NTR1 ag cell count 20 µM – also measured in NTR1 ag; calls as there; cell count; measured here: cell count, cytotoxicity flag
Myeloid diff 2 GFP+ MAC1+ % – second read-out of Myeloid diff 2, no call of its own (marks repeat the call); GFP+ MAC1+ double positive, %; measured here: differentiation confirmed by MAC1 staining
Numbers without * were called inactive; i = inactive.

Key to letters: A = Salmonella PhoP GFP; B = SIAH1 antagonists; C = NTR1 ag; D = NTR1 ag cell count 20 µM; E = Myeloid diff 2; F = Myeloid diff 2 GFP+ MAC1+ %; G = HIV fusion peptide; H = GPR35 arrestin U2OS; I = MgcRacGAP inhibition; J = LYP inhibition; K = GPR55 LPI antagonism
(1) O=C(CSc1nc(-c2cccs2)cc(C(F)(F)F)n1)NCCCn1ccnc1
  A = -4%	B = 8%	C = -1.1	D = 40	E = i	F = 2.5	G = -1.1%	H = 3%	I = 4%	J = -2%	K = 5%
(2) Cc1cc(N(CCO)CCO)ccc1C(c1ccc(N(CCO)CCO)cc1C)c1ccccc1Cl
  A = 14%	B = -4%	C = 12	D = 70	E = i	F = 0.6	G = 0.1%	H = -16%	I = 6%	J = 2%	K = 7%
(3) Cc1ccc2cc(CCNC(=O)c3c(-c4ccccc4Cl)noc3C)c(=O)[nH]c2c1
  A = 9%	B = 2%	C = -0.2	D = 85	E = i	F = 1.2	G = 0.1%	H = 0%	I = 8%	J = 2%	K = -4%
(4) CCc1cccc(OCC(=O)Nc2c[nH]c(=O)[nH]c2=O)c1
  A = 4%	B = 0%	C = 0.7	D = 52	E = i	F = 0.0	G = 2.1%	H = -20%	I = 9%	J = -5%	K = 4%
(5) CC1(C(=O)Nc2c(F)c(F)c(F)c(F)c2F)CC1(Br)Br (configuration not stated)
  A = -5%	B = 9%	C = -0.7	D = 48	E = i	F = 0.8	G = -0.3%	H = 8%	I = 2%	J = -5%	K = 0%
(6) CN1/C(=C\C(=O)COC(=O)c2ccc([N+](=O)[O-])o2)C(C)(C)c2ccccc21
  A = 1%	B = 2%	C = 2.6	D = 56	E = i	F = 0.6	G = -3.0%	H = -6%	I = 1%	J = 2%	K = 6%
(7) CCc1nnc(NC(=O)Cn2c(=O)oc3ccccc32)s1
  A = -6%	B = 1%	C = 0.6	D = 48	E = i	F = 1.1	G = -3.5%	H = -6%	I = 17%	J = 0%	K = 4%
(8) CC12CCC(C[N+](C)(C)C1)C2(C)C (configuration not stated)
  A = -6%	B = 8%	C = 1.7	D = 46	E = i	F = 0.4	G = 1.1%	H = 2%	I = 3%	J = -2%	K = -1%
(9) Cc1ccc(S(=O)(=O)N2CCN(CC(=O)N3CCOCC3)CC2)cc1
  A = -7%	B = -5%	C = 1.1	D = 45	E = i	F = 1.0	G = 0.6%	H = 0%	I = 7%	J = -9%	K = 1%
(10) CC(NC(=O)C12CC3CC(CC(C3)C1)C2)c1ccc(F)cc1 (configuration not stated)
  A = 2%	B = 1%	C = 0.2	D = 48	E = i	F = 1.0	G = 0.1%	H = -8%	I = 3%	J = -6%	K = -2%
(11) CC/C(=N/N=C(\CC)c1ccccc1)c1ccccc1
  A = -6%	B = 2%	C = -1.0	D = 3	E = i	F = 0.8	G = 1.3%	H = -3%	I = 0%	J = -6%	K = 20%
(12) Cc1nn(-c2ccccc2)c(C)c1C(=O)OCC(=O)N1c2ccccc2NC(=O)C1(C)C
  A = 20%	B = -2%	C = 1.5	D = 43	E = i	F = 1.1	G = 1.6%	H = -1%	I = 11%	J = -4%	K = 1%
(13) COc1ccc(C2=NN(C(=O)CSc3nnc(C)c(=O)n3N)C(c3ccco3)C2)cc1 (configuration not stated)
  A = -4%	B = -3%	C = 1.4	D = 48	E = i	F = 0.2	G = 0.8%	H = 3%	I = 3%	J = 2%	K = -2%
(14) Cc1ccc(OCCc2csc(N)n2)cc1
  A = 0%	B = 1%	C = 0.2	D = 49	E = i	F = 0.3	G = -1.2%	H = -4%	I = 6%	J = -8%	K = 2%
(15) CS(=O)(=O)N(CCC#N)Cc1ccc(/C=C2\C(=O)Nc3ccccc32)o1
  A = 2%	B = 4%	C = -0.1	D = 68	E = i	F = 0.2	G = -0.2%	H = -4%	I = 6%	J = 4%	K = -3%
(16) Cc1ccc(Cn2ccc(NC(=O)c3cc(C4CC4)on3)n2)cc1
  A = 1%	B = 12%	C = -0.4	D = 39	E = i	F = 0.4	G = -1.5%	H = 6%	I = 13%	J = -4%	K = 7%
(17) CN1C(=O)CC(N2CCN(CCN=CC3=C(O)CC(C)(C)CC3=O)CC2)C1=O (configuration not stated)
  A = 15%	B = 7%	C = -0.8	D = 38	E = i	F = 0.0	G = 0.1%	H = 2%	I = 6%	J = -4%	K = 14%

Two records drawn at random from the list so far, as already listed:
Key to letters: A = Salmonella PhoP GFP; B = SIAH1 antagonists; C = NTR1 ag; D = NTR1 ag cell count 20 µM; E = Myeloid diff 2; F = Myeloid diff 2 GFP+ MAC1+ %; G = HIV fusion peptide; H = GPR35 arrestin U2OS; I = MgcRacGAP inhibition; J = LYP inhibition; K = GPR55 LPI antagonism
(3) Cc1ccc2cc(CCNC(=O)c3c(-c4ccccc4Cl)noc3C)c(=O)[nH]c2c1
  A = 9%	B = 2%	C = -0.2	D = 85	E = i	F = 1.2	G = 0.1%	H = 0%	I = 8%	J = 2%	K = -4%
(15) CS(=O)(=O)N(CCC#N)Cc1ccc(/C=C2\C(=O)Nc3ccccc32)o1
  A = 2%	B = 4%	C = -0.1	D = 68	E = i	F = 0.2	G = -0.2%	H = -4%	I = 6%	J = 4%	K = -3%

Grouped by structure, those above containing a halogen.
Key to letters: A = Salmonella PhoP GFP; B = SIAH1 antagonists; C = NTR1 ag; D = NTR1 ag cell count 20 µM; E = Myeloid diff 2; F = Myeloid diff 2 GFP+ MAC1+ %; G = HIV fusion peptide; H = GPR35 arrestin U2OS; I = MgcRacGAP inhibition; J = LYP inhibition; K = GPR55 LPI antagonism
(1) O=C(CSc1nc(-c2cccs2)cc(C(F)(F)F)n1)NCCCn1ccnc1
  A = -4%	B = 8%	C = -1.1	D = 40	E = i	F = 2.5	G = -1.1%	H = 3%	I = 4%	J = -2%	K = 5%
(2) Cc1cc(N(CCO)CCO)ccc1C(c1ccc(N(CCO)CCO)cc1C)c1ccccc1Cl
  A = 14%	B = -4%	C = 12	D = 70	E = i	F = 0.6	G = 0.1%	H = -16%	I = 6%	J = 2%	K = 7%
(3) Cc1ccc2cc(CCNC(=O)c3c(-c4ccccc4Cl)noc3C)c(=O)[nH]c2c1
  A = 9%	B = 2%	C = -0.2	D = 85	E = i	F = 1.2	G = 0.1%	H = 0%	I = 8%	J = 2%	K = -4%
(5) CC1(C(=O)Nc2c(F)c(F)c(F)c(F)c2F)CC1(Br)Br (configuration not stated)
  A = -5%	B = 9%	C = -0.7	D = 48	E = i	F = 0.8	G = -0.3%	H = 8%	I = 2%	J = -5%	K = 0%
(10) CC(NC(=O)C12CC3CC(CC(C3)C1)C2)c1ccc(F)cc1 (configuration not stated)
  A = 2%	B = 1%	C = 0.2	D = 48	E = i	F = 1.0	G = 0.1%	H = -8%	I = 3%	J = -6%	K = -2%
